Screens as filed in PubChem BioAssay.
ABCB1 block: blocks JC-1 efflux by human ABCB1 transporter; P08183; AID 1326; hit rate 0.067% among 190,000; CCRF-Adr cells, flow cytometry; inhibition, % at 6.6 µM; in the data active means inhibition above about 40%;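 further: 0% = vehicle and 100% = reference inhibitor; higher value means more JC-1 retained so stronger ABCB1 efflux block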
Target sequence (P08183 whole entry, looked up): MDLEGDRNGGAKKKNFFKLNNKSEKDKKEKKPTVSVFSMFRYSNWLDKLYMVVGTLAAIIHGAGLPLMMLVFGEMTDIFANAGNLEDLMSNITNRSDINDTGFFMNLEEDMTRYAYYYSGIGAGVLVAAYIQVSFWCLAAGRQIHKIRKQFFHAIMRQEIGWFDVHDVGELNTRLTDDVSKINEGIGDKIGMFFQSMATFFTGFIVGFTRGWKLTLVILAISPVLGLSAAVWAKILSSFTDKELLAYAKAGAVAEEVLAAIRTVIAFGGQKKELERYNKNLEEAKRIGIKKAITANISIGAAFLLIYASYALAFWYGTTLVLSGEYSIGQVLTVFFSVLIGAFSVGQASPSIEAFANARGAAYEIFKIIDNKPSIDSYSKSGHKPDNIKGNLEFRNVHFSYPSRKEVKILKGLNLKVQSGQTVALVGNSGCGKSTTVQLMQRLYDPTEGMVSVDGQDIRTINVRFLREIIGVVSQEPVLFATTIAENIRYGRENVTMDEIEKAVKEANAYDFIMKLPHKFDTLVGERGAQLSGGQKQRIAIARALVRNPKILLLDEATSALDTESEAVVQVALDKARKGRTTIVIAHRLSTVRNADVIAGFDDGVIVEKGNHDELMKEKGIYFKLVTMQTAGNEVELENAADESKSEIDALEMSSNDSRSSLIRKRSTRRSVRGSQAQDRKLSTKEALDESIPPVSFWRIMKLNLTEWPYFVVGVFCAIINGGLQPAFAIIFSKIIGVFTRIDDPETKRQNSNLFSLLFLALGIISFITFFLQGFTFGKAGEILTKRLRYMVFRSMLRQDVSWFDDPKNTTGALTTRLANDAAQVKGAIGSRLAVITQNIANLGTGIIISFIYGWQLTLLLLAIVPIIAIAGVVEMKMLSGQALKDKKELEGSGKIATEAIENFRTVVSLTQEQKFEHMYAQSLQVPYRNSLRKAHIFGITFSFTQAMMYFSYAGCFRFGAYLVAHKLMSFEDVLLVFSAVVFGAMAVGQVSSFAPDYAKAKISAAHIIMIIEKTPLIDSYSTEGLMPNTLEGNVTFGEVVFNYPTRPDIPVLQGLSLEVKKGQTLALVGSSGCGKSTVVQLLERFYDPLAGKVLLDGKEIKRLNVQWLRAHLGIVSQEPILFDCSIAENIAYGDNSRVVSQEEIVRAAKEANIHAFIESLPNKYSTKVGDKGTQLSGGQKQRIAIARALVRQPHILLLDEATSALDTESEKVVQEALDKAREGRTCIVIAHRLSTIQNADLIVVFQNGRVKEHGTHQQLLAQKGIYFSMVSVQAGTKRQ
Bim-Bfl-1: inhibitors of Bim-Bfl-1 interaction, human; Bead-based flow cytometry, Bim-Bfl-1 binding inhibition; inhibition, % at 10 µM; hit rate 0.12% among 190,000;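 further: 0% = wells without compound plus tracer and 100% = blocker peptide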
RGS7-Gao: regulators of human RGS7-Galphao interaction | P09471 | AID 1439 | Multiplexed bead flow cytometry, RGS7-Galphao binding; actives lie on both sides | binding response (% of control), % at 10 µM | hit rate 0.35% among 220,000; in the data active means binding response below about 49% or above about 150%; inconclusive means no clear call, values can overlap the other calls; inactive means in between;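 further: fluorescent Galphao held in activated GDP-AlF4 state binding bead-coupled RGS7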
Bim-Bcl-2: disrupts Bim peptide binding to human Bcl-2. P10415. Bead-based flow cytometry, Bim peptide-Bcl-2 binding. inhibition, % at 10 µM. hit rate 0.06% among 190,000; in the data active means inhibition above about 40%; inconclusive means no clear call, values can overlap the other calls;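 further: 0% = no compound wells with probe peptide and 100% = reference peptide inhibitor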
Bim-Bcl-B: inhibitors of Bim-Bcl-B interaction, human; Q9HD36; bead-based flow cytometry, Bim peptide-Bcl-B binding; inhibition, % at 10 µM; hit rate 0.073% among 190,000; AID 951;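 further: 0% = tracer peptide without compound and 100% = reference inhibitor peptide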
RGS4-Gao reg: modulates binding of RGS4 to human Galphao | P09471 | Multiplexed bead flow cytometry; actives lie on both sides | binding response (% of control), % at 10 µM | hit rate 0.33% among 220,000 | AID 1415; in the data active means binding response below about 49% or above about 150%; inactive means in between;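 further: fluorescent Galphao activated with aluminum fluoride binding bead-coupled RGS4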
ABCG2 inh: blocks JC-1 efflux by human ABCG2 transporter. IgMXP3 cells, flow cytometry. hit rate 0.1% among 190,000. AID 1325. inhibition, % at 6.6 µM;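 active means inhibition above 80%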;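 further: 0% = DMSO and 100% = nicardipine control wells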
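Test system: IgMXP3 cells (ABCG2) mixed with DDAO far-red-labelled CCRF-Adr cells (ABCB1). Reagent: JC-1 transporter substrate. Compound dosing: single test compound dose, 6.6 µM final. Times: 10 min compound exposure, 25 °C. Detection: flow cytometry of retained JC-1 fluorescence. Read-out basis: efflux inhibition in percent versus controls. Controls: nicardipine and DMSO wells.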
Bim-Bcl-XL: disrupts Bim peptide binding to human Bcl-XL. inhibition, % at 10 µM. bead flow cytometry, fluorescence. AID 1007. Q07817. hit rate 0.04% among 190,000
Mcl-1 Bim block: human Bim-Mcl-1 interaction inhibition. Q07820. Bead-based flow cytometry, Bim peptide-Mcl-1 binding. inhibition, % at 10 µM. hit rate 0.1% among 190,000. AID 1009;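 further: 0% = no compound tracer wells and 100% = peptide blocker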
Bim-Bcl-W: inhibitors of Bim-Bcl-W interaction, human. inhibition, % at 10 µM. bead-based flow cytometry, Bim peptide-Bcl-W binding. hit rate 0.02% among 190,000;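 further: 0% = bound tracer without compound and 100% = peptide blocker; higher means less fluorescent Bim peptide bound to Bcl-W beads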
RGS8-Gao reg: regulators of human RGS8-Galphao interaction; P09471; multiplexed bead flow cytometry, RGS8-Galphao binding; actives lie on both sides; response (percent of control binding), % at 10 µM; hit rate 0.34% among 220,000; AID 1423; in the data active means response below about 60% or above about 140%; inactive means in between;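 further: Galphao activated as the GDP aluminium fluoride complex binding bead-coupled RGS8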
Starred values were filed as active, the others as inactive; ? = inconclusive; [ ] = another dose, or the depositor's remark. Unless noted, no stated cut-off is given here; in the data, active means inhibition above about 40%. Compounds were not picked by outcome; overall some 0.94% were active at least once.

SMILES	ABCB1 block	Bim-Bfl-1	RGS7-Gao	Bim-Bcl-2	Bim-Bcl-B	RGS4-Gao reg	ABCG2 inh	Bim-Bcl-XL	Mcl-1 Bim block	Bim-Bcl-W	RGS8-Gao reg
CN1C(=O)/C(=N\OC(=O)c2cccc3ccccc23)c2ccccc21	-0.7	-13	105	-10	-9	102	4	-5	-4	0	103
COc1ccc2oc(=O)c(C(=O)n3ccc(C)n3)cc2c1	1.3	0	102	-1	0	100	9	0	-4	-4	100
O=c1c2ccccc2nc(-c2ccccc2Cl)n1O	0.1	-5	101	0	-1	100	0	-2	-1	-1	99
Cn1c(=O)c(C(=O)CN2CC(=O)Nc3ccccc32)c(N)n(Cc2ccccc2)c1=O	0.3	0	103	3	-10	106	1	-5	0	1	105
Cc1cc(C(=O)COc2ccccc2[N+](=O)[O-])c(C)n1C1CC1	0.7	-8	90	-7	-7	92	9	-2	-2	-2	98
COC(=O)c1cc(NC(=O)Cc2ccc(OC)cc2)cc(C(=O)OC)c1	0.6	-1	104	0	-1	100	3	-2	0	-1	100
CCOC(=O)c1nnn(CC(=O)Nc2cc(Cl)ccc2C)c1C(=O)OCC	0.8	-13	96	-13	-6	97	4	-4	-1	0	97
COc1ccc(C(=O)N/C(=C\c2ccc3c(c2)OCO3)C(=O)Nc2cccc(C(=O)O)c2)cc1	-0.3	0	103	-1	0	102	-1	0	0	-3	102
COc1ccccc1CNC(=O)/C=C/c1ccc(S(=O)(=O)NCc2ccco2)cc1	0.7	0	107	-3	-7	107	2	-10	-5	-4	110
CCC(=O)c1cc(F)c(N2CCN(S(=O)(=O)c3ccc(C)cc3)CC2)cc1C	0.5	-5	100	0	0	100	1	0	1	0	100
CC(Nc1ccc(Cl)cc1)c1cc(Cl)ccc1O (stereo not drawn)	0.3	1	104	10	-1	101	0	-2	-4	-2	100
O=C(/C=C/c1ccc(S(=O)(=O)N2CCOCC2)cc1)NC(=S)Nc1ccc(Cl)cc1Cl	-0.4	-1	?	-1	-1	99	1	-2	3	-2	98
C1CCC(C23CC4CC(CC(C4)C2)C3)NC1 (stereo not drawn)	0.4	0	99	-5	-4	101	5	-7	-5	-4	101
Cc1cccc(N2CCN(c3cccc(C)c3)C2c2cccnc2)c1	-1.9	-6	107	-6	-5	111	1	-7	-5	-3	110
N#Cc1c2n(c(=S)n(-c3ccccc3[N+](=O)[O-])c1=O)CCCCC2	2.5	-2	?	2	-3	104	12	0	5	-1	98
O=C(NC1CCCCC1)C(Cc1ccccc1)N1C(=O)C2C3CCC(C3)C2C1=O (stereo not drawn)	0.5	1	96	-4	-1	100	1	0	-6	-4	100
CC(C)(C)NC(=O)Nc1ccc(Cn2cc(C(F)(F)F)ccc2=O)cc1	0.6	-6	100	0	-3	102	3	-1	-1	0	100
C=CCSC1=NC(N)=C(C#N)C2(CCCCC2)C1C(N)=O (stereo not drawn)	-1.5	-1	86	3	4	91	-6	5	0	3	86
Cc1ccc(-c2nc(CS(=O)CC(=O)NCc3ccccn3)c(C)o2)cc1 (stereo not drawn)	0.1	-8	99	-2	-5	99	0	-6	0	-2	102
CC(=O)Nc1ccc2nc(C)n(Cc3ccc(Cl)cc3)c(=O)c2c1	1.7	0	93	-5	-1	96	27	0	-3	-2	105
O=C1CCC(C(=O)N(Cc2cccs2)C2(C(=O)NC3CCCCC3)CCCCC2)N1 (stereo not drawn)	0.1	-3	101	1	0	99	-1	0	2	0	100
CC1(C)OC(=O)N(c2cccnc2)C1(C)O (stereo not drawn)	0.0	-14	102	-8	-6	100	5	0	0	2	101
O=C(c1ccco1)N1CCN(C(=O)c2ccc(COc3ccc(F)cc3)o2)CC1	1.2	-3	103	-2	0	107	8	2	-1	2	105
CSCCC(NS(=O)(=O)c1ccc(C)c(C(=O)O)c1)C(=O)O (stereo not drawn)	-0.3	4	?	3	3	100	-2	0	-3	1	102
Cc1ccc(S(=O)(=O)N2CCOCC2)cc1NC(=O)c1cc2c(s1)CCC2	1.2	-10	98	-1	-7	102	4	0	0	0	99
O=C(NCc1ccco1)C1CCN(c2nnc(-n3cccc3)s2)CC1	0.0	-8	99	-9	-9	100	1	-6	-2	-1	100
CCC(C)(C)NC(=O)C1CCCN1C(=O)NC1CCCCC1 (stereo not drawn)	0.7	-4	103	-2	-6	104	5	-2	-5	0	102
C#Cc1ccc([C@H]2C=C(C(=O)N3CCN(Cc4ccc5c(c4)OCO5)CC3)O[C@@H](OCC)[C@@H]2CCCO)cc1	4.5	-4	70	-1	-6	84	4	-3	-3	1	100
CC(C)=NNc1nc(-c2ccc([N+](=O)[O-])cc2)cs1	0.7	-5	?	-5	-2	98	12	-3	-3	0	100
O=C(C1CCC(CNS(=O)(=O)c2cccc3nsnc23)CC1)N1CC=C(c2ccccc2)CC1 (stereo not drawn)	0.7	-6	96	-5	-3	103	1	-6	0	-1	99
c1coc(CNc2nc(-c3ccncc3)cs2)c1	0.2	-6	99	-1	0	99	3	0	0	2	101
COc1ccc(C(=O)NCC(=O)OCC(=O)N2N=C(c3ccc(Cl)cc3)CC2c2ccco2)cc1OC (stereo not drawn)	3.1	-7	104	-5	-2	106	6	-1	-1	-1	99
Nc1ccccc1OCP(=O)(c1ccccc1)c1ccccc1	0.9	0	98	1	-3	92	2	-5	0	-1	102
CC1(c2ccc(Cl)cc2)NC(=O)N(CC(=O)NC(=O)NCc2ccco2)C1=O (stereo not drawn)	0.2	-11	97	-8	-6	97	0	6	-1	2	99
CCCC(=O)Nc1sc2c(c1C(=O)OC)C(C(=O)OC)CC2 (stereo not drawn)	4.5	-2	100	-4	-2	102	4	-7	-1	-3	105
Cc1ccc2cc(/C=N/NC(=O)c3ccccc3O)c(Cl)nc2c1	-1.3	3	103	7	7	103	17	13	10	9	120
C=CCc1ccc(OCCCCCN2CCOCC2)c(OC)c1	1.5	-14	99	-12	-8	99	5	-3	0	0	100
Cc1ccc(S(=O)(=O)NCC(=O)OCC(=O)N2CCc3ccccc32)cc1	0.9	0	139	-3	-4	204*[activator]	2	-1	-6	-7	117
N/C(=N\OC(=O)COc1ccccc1)c1ccc(Cl)cc1	0.3	-4	96	-2	-3	96	2	-8	-6	-3	99
COc1cc(CCN2C(=O)c3cccc4cccc(c34)C2=O)c(S(=O)(=O)N2CCCCCC2)cc1OC	7.8	-4	103	-5	-5	101	29	-5	-2	-6	100
O=C(N/N=C/c1ccc([N+](=O)[O-])o1)c1ccc(O)cc1	-0.5	2	98	4	-1	99	0	4	2	4	104
S=c1[nH]nc(COc2ccccc2)n1/N=C/C(Cl)=C/c1ccccc1	-0.4	-7	110	-14	-30	101	0	-14	-12	-4	99
Cn1c(SCC(=O)Nc2cc([N+](=O)[O-])ccc2F)nnc1C(F)(F)F	0.3	-13	96	-3	-5	101	8	-3	2	-4	106
O=C(CCCN1C(=O)c2ccccc2C1=O)NCc1cccnc1	0.5	0	98	-1	1	101	1	-2	2	0	102
Cc1ccc(Cn2c(CN3CCN(C(=O)c4ccco4)CC3)nc3c2c(=O)n(C)c(=O)n3C)cc1	5.3	-2	105	-4	-5	104	4	-2	-4	-2	102
CCOc1cc2nc3c4ccccc4n(C)c3nc2cc1OCC	0.6	5	103	3	-23	104	20	0	1	0	99
Cc1ccc(Cn2nnc3c(=O)[nH]c(C4CCCN(C(=O)Nc5ccc(F)cc5F)C4)nc32)cc1 (stereo not drawn)	0.4	-2	104	0	-2	108	1	0	-1	0	107
C=CCn1c(Br)nc2c1c(=O)n(C)c(=O)n2C	-0.1	-13	101	-10	-7	100	-2	-4	-1	0	100
Cc1ccccc1C1(CCN2CCCCC2)CCOC(C)(C)C1 (stereo not drawn)	0.7	-1	104	1	-3	102	7	-4	0	-2	103
Cn1c(=O)n(Cc2ccccc2)c(=O)c2c1nc1n2CCCN1CCc1ccccc1	2.6	1	104	0	3	106	9	4	4	3	104
COC(=O)CSc1nc(NC(C)=O)nc(C)c1Br	0.2	-13	92	-11	-8	94	2	-6	-1	-1	97
CCOC(=O)N1CCC(NC(=O)CC(NS(=O)(=O)c2ccc(C)cc2)c2ccco2)CC1 (stereo not drawn)	0.0	-14	99	-11	-8	95	0	-8	-1	-3	98

Shown with values ahead of the structure: part of the list above.
ABCB1 block	Bim-Bfl-1	RGS7-Gao	Bim-Bcl-2	Bim-Bcl-B	RGS4-Gao reg	ABCG2 inh	Bim-Bcl-XL	Mcl-1 Bim block	Bim-Bcl-W	RGS8-Gao reg	SMILES
0.9	0	139	-3	-4	204*[activator]	2	-1	-6	-7	117	Cc1ccc(S(=O)(=O)NCC(=O)OCC(=O)N2CCc3ccccc32)cc1
0.3	-4	96	-2	-3	96	2	-8	-6	-3	99	N/C(=N\OC(=O)COc1ccccc1)c1ccc(Cl)cc1
7.8	-4	103	-5	-5	101	29	-5	-2	-6	100	COc1cc(CCN2C(=O)c3cccc4cccc(c34)C2=O)c(S(=O)(=O)N2CCCCCC2)cc1OC
-0.5	2	98	4	-1	99	0	4	2	4	104	O=C(N/N=C/c1ccc([N+](=O)[O-])o1)c1ccc(O)cc1
-0.4	-7	110	-14	-30	101	0	-14	-12	-4	99	S=c1[nH]nc(COc2ccccc2)n1/N=C/C(Cl)=C/c1ccccc1
0.3	-13	96	-3	-5	101	8	-3	2	-4	106	Cn1c(SCC(=O)Nc2cc([N+](=O)[O-])ccc2F)nnc1C(F)(F)F
0.5	0	98	-1	1	101	1	-2	2	0	102	O=C(CCCN1C(=O)c2ccccc2C1=O)NCc1cccnc1
5.3	-2	105	-4	-5	104	4	-2	-4	-2	102	Cc1ccc(Cn2c(CN3CCN(C(=O)c4ccco4)CC3)nc3c2c(=O)n(C)c(=O)n3C)cc1
0.6	5	103	3	-23	104	20	0	1	0	99	CCOc1cc2nc3c4ccccc4n(C)c3nc2cc1OCC
0.4	-2	104	0	-2	108	1	0	-1	0	107	Cc1ccc(Cn2nnc3c(=O)[nH]c(C4CCCN(C(=O)Nc5ccc(F)cc5F)C4)nc32)cc1 (stereo not drawn)
-0.1	-13	101	-10	-7	100	-2	-4	-1	0	100	C=CCn1c(Br)nc2c1c(=O)n(C)c(=O)n2C
0.7	-1	104	1	-3	102	7	-4	0	-2	103	Cc1ccccc1C1(CCN2CCCCC2)CCOC(C)(C)C1 (stereo not drawn)
2.6	1	104	0	3	106	9	4	4	3	104	Cn1c(=O)n(Cc2ccccc2)c(=O)c2c1nc1n2CCCN1CCc1ccccc1
0.2	-13	92	-11	-8	94	2	-6	-1	-1	97	COC(=O)CSc1nc(NC(C)=O)nc(C)c1Br
0.0	-14	99	-11	-8	95	0	-8	-1	-3	98	CCOC(=O)N1CCC(NC(=O)CC(NS(=O)(=O)c2ccc(C)cc2)c2ccco2)CC1 (stereo not drawn)
